Screening data: PubChem BioAssay, Broad Institute
Cneo AK release = Cryptococcus neoformans lysis via adenylate kinase release. AID 651654. 360,000 tested, 0.2% active. lysis activity, % at 15 µM. C. neoformans lysis, adenylate kinase release luminescence, 4 h; normalised: neutral wells 0, clomiphene wells 100;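 active = mean lysis activity across replicates of at least 80%, whatever share of replicates individually reach that level; inactive = mean lysis activity below 80%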
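Material: C. neoformans cells; Schedule: 4 h static compound exposure, 37 °C, read 1 h post-reagent; Measured by: adenylate kinase release luminescence; Read-out: signal increase indicating cell lysis; Controls: Clomiphene as positive lysis control.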
miR-122 sensor = blocks miR-122 activity in Huh7 sensor cells | activation (reporter increase), % at 12.5 µM | 340,000 tested, 0.3% active | AID 602342 | Huh7 miR-122 Renilla luciferase sensor, 48 h; neutral wells = 0, positive control = 100;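 active = mean replicate activation score at least 90 and every replicate individually at or above 90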;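 note: higher luciferase means less miR-122 activity so hits act as miR-122 inhibitors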
FN deposit inh = fibronectin deposition inhibition. AH1F fibroblasts, Alexa488-fibronectin deposition fluorescence, overnight. inhibition, % at 12.6 µM. 350,000 tested, 0.086% active. AID 743247;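 active = mean inhibition across replicates of 30% or more, regardless of how many single replicates reach that level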;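 note: positive control wells lacked labelled fibronectin entirely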
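test system = AH1F fibroblasts assembling fluorescent fibronectin matrix | quantity = 10000 AH1F cells per well | buffer or medium = DMEM plus 2% serum, read in PBS | doses = single dose, pinned | incubation = 1 h cell attachment, overnight exposure to compound and label | detection = fluorescence at 485 nm excitation, 525 nm emission | read-out basis = inhibition from reduced deposited-fibronectin fluorescence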
PGC1a acetyl inh = PGC1a acetylation modulation, inhibitor mode; 350,000 tested, 0.17% active; inhibition, % at 15.6 µM; AID 651687; U2OS PGC1a acetylation, AlphaScreen anti-acetyl-lysine; with virally co-expressed GCN5 acetyltransferase;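 active = every replicate shows inhibition of at least 40%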;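 note: 0% = neutral control wells and 100% = positive control wells; some results beyond the cut were filed as inactive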
EWS-Fli inh = blocks EWS/Fli oncoprotein-driven transcription; inhibition, % at 12.6 µM; A673 NR0B1-luciferase reporter, viability-normalised; 350,000 tested, 0.67% active; AID 651661;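 active = mean inhibition of at least 50% after viability correction, with every replicate also passing that limit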;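 note: firefly luciferase signal divided by Alamar Blue viability fluorescence both relative to DMSO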
PAX8 inh HTS = PAX8 transcriptional activity inhibition | RMG-I TPO-luciferase reporter, SteadyGlo, 24 h | inhibition, % at 12.6 µM | 360,000 tested, 1.2% active;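 active = mean replicate inhibition at least 60% with every replicate also reaching 60%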;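 note: luciferase light reporting Pax8 driven TPO promoter activity; plate controls were median of neutral control wells for no effect and mitoxantrone controls for full effect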
LGR2 antag = inhibitors of bursicon-induced Drosophila LGR2 receptor cAMP signaling; HEK293 LGR2, CRE-luciferase, bursicon-stimulated, 4 h; inhibition, % at 9.99 µM; 380,000 tested, 0.35% active;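 active = drop in luminescence signal, shown as inhibition above about 50% in the replicate tests, limit read from the data, passing the limit was not always enough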;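 note: agonist challenge used bursicon conditioned medium at about half maximal strength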
CASP6 VEID inh = inhibitors of human caspase-6; P55212; purified caspase-6, Z-VEID-R110 cleavage fluorescence; inhibition, % at 12.5 µM; 350,000 tested, 0.53% active; AID 686996;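 active = mean inhibition across replicates at least about 35%, with every replicate also reaching that limit, limit read from the data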;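 note: 0% = median of neutral control wells and 100% = no fluorescence left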
Target sequence (P55212 24-179 limits assumed): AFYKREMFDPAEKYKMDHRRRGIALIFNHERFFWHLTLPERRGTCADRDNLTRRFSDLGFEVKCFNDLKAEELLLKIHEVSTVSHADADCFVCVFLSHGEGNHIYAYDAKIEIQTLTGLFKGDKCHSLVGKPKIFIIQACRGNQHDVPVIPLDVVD
Target sequence (P55212 194-293 limits assumed): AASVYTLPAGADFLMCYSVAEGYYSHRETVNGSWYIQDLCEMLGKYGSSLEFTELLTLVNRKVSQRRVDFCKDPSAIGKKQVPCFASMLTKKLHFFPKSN
* hit, by the source's call; nt = not tested or not shown; & = joins results of further samples; [ ] = another dose, or the depositor's remark.

SMILES | Cneo AK release | miR-122 sensor | FN deposit inh | PGC1a acetyl inh | EWS-Fli inh | PAX8 inh HTS | LGR2 antag | CASP6 VEID inh
COc1ccc(S(=O)(=O)Nc2ccc3c(c2)[C@H]2C[C@H](CC(=O)N(C)C)O[C@@H](CO)[C@H]2O3)cc1 | -6.9 | 1.0[16.7 µM] | 11.2 | -2.2 | -4.4 | -2.4 | 7.3 | 0.0
CC[C@@]1(C(=O)OC)N[C@H](CN(C)C(=O)COC)[C@@H]2C(=O)N(C)C(=O)[C@@H]21 | 2.6 | nt | 4.3 | nt | 7.0 | 9.1 | 12.1 | nt
COc1ccccc1NC(=O)CC(=O)Nc1ccccc1OC | -5.0 | 8.3 | 4.4 | 2.9 | -19.8 | 18.9 | -9.8 | 2.1
COc1cc(C#N)c(NC(=O)CN2CCN(CCO)CC2)cc1OC | nt | nt | nt | 5.0 | -0.9 | -0.6 | 3.1 | 0.0
Cc1ccc(OCC(=O)NC(=S)Nc2ccc(Br)cn2)cc1C | nt | nt | -1.6 | 8.1 | -2.2 | -7.3 | -22.0 | 0.9
CCC(C)NC(=O)CN1C(=O)CSc2ccc(S(=O)(=O)N3CCCC3)cc21 (stereo unspecified) | -1.1 | 30.8 | -5.7 | 1.6 | nt | 12.4 | 10.8 | -4.8
CCn1c(SCC(=O)NC2CCCCC2)nnc1-c1ccco1 | 2.5 | -11.7 | -7.2 | 4.8 | 0.0 | -7.5 | 7.9 | -3.7
CCN(C(=O)CSc1n[nH]c(-c2ccccc2)n1)c1c(N)n(Cc2ccccc2)c(=O)[nH]c1=O | -1.4 | 36.4 | 3.5 | 5.9 | 0.8 | 0.3 | 4.5 | 1.4
COc1cc(/C=N/NC(=O)Cc2cccs2)c([N+](=O)[O-])cc1OC | -0.2 | -12.3 | -1.9 | -10.5 | nt | 6.7 | -13.0 | nt
CCCC#Cc1ccc([C@H]2[C@@H](C#N)N(C(=O)C3CCCC3)[C@H]2CO)cc1 | 3.6 | nt | 0.3 | 4.8 | 6.4 | 22.9 | 1.0 | -0.7
COc1cc(CN2C[C@@H](CO)O[C@@H](n3cnc4c(NC5CCC5)ncnc43)C2)cc(OC)c1OC | -3.7 | 0.9 | -19.8 | -4.3 | -5.7 | -4.4 | 3.7 | -1.3
CCOC(=O)c1ccc(S(=O)(=O)N2CCN(CC(=O)NC(=O)NC(C)(C)C)CC2)cc1 | -0.6 | 12.7 | -16.2 | nt | nt | -10.6 | nt | nt
O=C(O)C1=CCCNC1 | -0.6 | 6.2 | 4.9 | -1.6 | 4.0 | -2.4 | 27.9 | -0.7
C[C@@H]1CN([C@@H](C)CO)C(=O)CCCn2nncc2CO[C@@H]1CN(C)Cc1ccc(O)cc1 | 11.9 | -1.8[16.7 µM] | -14.4 | 0.1 | -2.5 | nt | -7.5 | -2.5
N#CCSc1nc2ccccc2c2nc3ccccc3n12 | 3.0 | nt | 10.0 | nt | nt | 7.5 | 11.0 | nt
CCOC(=O)c1ccc(N/C(=N\S(=O)(=O)c2ccccc2C)c2ccccc2)cc1 | -4.4 | -6.0 | nt | -11.0 | nt | nt | 10.3 | nt
COc1ccc(C)cc1NC(=O)CCCN1C(=O)CCC1=O | 1.1 | 12.7 | nt | 4.2 | 8.8 | nt | nt | 1.8
Cc1nc(SCC(N)=O)c([N+](=O)[O-])[nH]1 | -0.9 | -2.5 | 5.1 | -6.2 | -5.6 | 29.7 | 9.1 | 3.9
O=C(OCC(=O)N1CCCc2ccccc21)c1cccnc1Cl | nt | nt | -18.0 | nt | -10.8 | 12.1 | -2.4 | 3.0
O=C(C[C@H]1CC[C@H]2[C@@H](COC[C@H](O)CN2Cc2ccc(C(F)(F)F)cc2)O1)N1CCc2ccccc2C1 | 2.3 | -3.1[16.7 µM] | 6.0 | -1.9 | nt | nt | 8.8 | nt
O=C(O)C1=C[C@@H](c2coc3ccccc3c2=O)C[C@@H](OCc2ccc(CO)cc2)O1 | 3.0 | 8.8 | -16.7 | nt | -5.4 | -17.3 | -3.1 | 4.6
O=C(C[C@H]1CC[C@@H]2[C@H](COC[C@H](O)CN2CCc2ccccc2)O1)NCCCN1CCOCC1 | 29.0 | 6.5[16.7 µM] | -6.4 | -4.2 | -3.9 | -21.4 | 15.7 | -19.0
CC(NS(=O)(=O)c1ccc(Cl)cc1)C(c1cccs1)N1CCN(C)CC1 (stereo unspecified) | -1.4 | -1.6 | nt | -13.0 | nt | nt | 0.6 | nt
Cc1ccc(-c2nc3ccccc3[nH]2)cc1NC(=O)c1sc2ccccc2c1Cl | -0.6 | -1.3 | 5.0 | 11.7 | nt | nt | nt | nt
O=C(O)CN1C(=O)C2C3CC(C2C1=O)C1C(c2ccc(Cl)cc2)c2sc(=O)[nH]c2SC31 (stereo unspecified) | nt | nt | -10.9 | nt | -7.4 | 22.7 | 0.7 | 2.6
(more compounds)
SMILES | Cneo AK release | miR-122 sensor | FN deposit inh | PGC1a acetyl inh | EWS-Fli inh | PAX8 inh HTS | LGR2 antag | CASP6 VEID inh
COc1ccccc1CC(=O)Nc1ccc(S(=O)(=O)N2CCCCC2)cc1 | nt | 5.0 | -0.7 | -9.6 | 10.3 | 12.6 | 5.6 | 1.8
N#C[C@@H]1[C@H](c2ccc(C#CC3CCCC3)cc2)[C@H](CO)N1C(=O)Cc1ccccn1 | nt | nt | 6.5 | nt | 1.4 | nt | 2.2 | 0.1
Cc1ccsc1/C=N/Nc1nc(=O)[nH]nc1C | nt | 3.5 | 11.5 | 8.2 | -35.0 | -46.9 | -16.2 | 1.8
CN(C)/C=C/C(=O)Oc1ccc(Cl)cc1Cl | nt | nt | 1.6 | nt | -0.8 | 12.7 | -25.2 | 1.0
Cc1noc(C)c1NC(=O)N(C)C[C@@H]1Oc2ccc(N(C)C)cc2CC(=O)N([C@H](C)CO)C[C@@H]1C | -0.9 | -1.3[16.7 µM] | -4.6 | 1.9 | 4.9 | -8.2 | 30.8 | -0.4
O=C(Nc1ncc(Cc2cccc(Cl)c2)s1)C1CCCO1 (stereo unspecified) | 0.0 | -2.0 | nt | -20.8 | nt | nt | -73.3 | nt
O=C(NNS(=O)(=O)c1ccc(F)cc1)c1cc(Cl)ccc1O | -0.6 | -5.5 | 3.8 | nt | 1.0 | -15.0 | 19.1 | 2.7
CCC(=O)N1CCC2(CC1)CN(C(=O)CN1CCOCC1)[C@H](CO)c1[nH]c3cc(OC)ccc3c12 | nt | nt | nt | nt | -6.7 | -8.8 | 2.4 | 1.7
C[C@H]1CN([C@@H](C)CO)C(=O)Cc2cc(NC(=O)Nc3ccccc3)ccc2O[C@@H]1CN(C)CC1CCCCC1 | -0.3 | -2.2[16.7 µM] | -3.5 | -5.5 | 2.3 | 16.1 | -0.5 | 1.3
N#Cc1c(N)c(C(=O)c2ccccc2)n2c1CCC2 | -0.9 | 4.2 | 8.6 | 1.3 | nt | nt | nt | nt
Cc1cc2c(cc1C)-n1nnnc1C(N1CCN(C(=O)OCc3ccccc3)CC1)C(=O)N2 (stereo unspecified) | nt | nt | -1.1 | nt | 10.6 | 22.9 | 16.3 | -1.9
COc1ccc(-c2ccc3c(c2)O[C@H](CN(C)C(=O)Nc2ccccc2F)[C@@H](C)CN([C@H](C)CO)S3(=O)=O)cc1 | 0.9&-0.7 | 39.3 | 6.5 | 8.4&12.9 | 20.9&23.5 | 19.1 | 22.1 | -7.5&2.2
CCN(CC)C(=O)[C@H]1CC(CC(=O)NCC23CC4CC(CC(C4)C2)C3)C(=O)N2CCc3c([nH]c4ccc(OC)cc34)[C@]12C (stereo partly specified) | 6.9 | -12.3 | 6.5 | 3.3 | -4.6 | 8.5 | -0.5 | 0.1
COC(=O)[C@@]12C[C@@H](CC(=O)NCCc3ccccc3OC)C(=O)N(CCc3ccc(OC)c(OC)c3)C1=CCC(C)(C)C2 | nt | nt | nt | nt | -2.2 | -1.4 | 17.1 | -2.9
Cc1c(C(=O)NCc2ccc3c(c2)OCO3)sc(=O)n1Cc1ccc(S(C)(=O)=O)cc1 | 0.3 | nt | -11.5 | nt | -0.5 | -2.2 | -6.3 | 2.4
Cc1noc(C)c1NC(=O)N(C)C[C@H]1Oc2c(NC(=O)NC3CCCCC3)cccc2C(=O)N([C@H](C)CO)C[C@H]1C | -2.5 | 6.5[16.7 µM] | nt | 10.7 | -0.8 | nt | 12.9 | -0.9
Oc1ccccc1C1CC(c2cccs2)=NC(c2cccc(Br)c2)N1 (stereo unspecified) | -2.0 | 8.9 | nt | 3.4 | -28.0 | -56.3 | -27.5 | nt
COc1ccc(C(=O)NNC(=O)c2ccc(S(=O)(=O)N3CCOCC3)cc2)cc1 | nt | nt | -6.9 | 10.7 | 2.9 | 21.1 | 11.2 | -1.8
COc1ccc(/C=C(\NC(=O)c2ccc(Cl)cc2)C(=O)NCC2CCCO2)cc1OC (stereo unspecified) | -2.1 | nt | 6.3 | nt | 0.1 | 17.6 | -2.9 | 6.8
O=C(c1ccccc1)c1nn(-c2ccc(Cl)cc2)cc1C(=O)c1cc2ccccc2oc1=O | 0.3 | 3.1 | 8.2 | 3.1 | nt | nt | nt | nt
C[C@@H]1CN([C@@H](C)CO)C(=O)c2cccc(N(C)C)c2O[C@H]1CN(C)Cc1ccc(C(=O)Nc2ccccc2N)cc1 | 66.9 | 31.5[16.7 µM] | -4.3 | -27.2 | 19.2 | 13.6 | 3.2 | -0.3
Cc1ccc(NC(=O)C2CCCN(C3=NS(=O)(=O)c4ccccc43)C2)c(O)c1 (stereo unspecified) | 0.8 | 2.2 | -2.0 | 5.1 | -0.4 | 33.2 | 17.2 | 1.0
C[C@@H]1CCCCO[C@H](CN(C)Cc2ccc3c(c2)OCO3)[C@@H](C)CN([C@@H](C)CO)C(=O)c2cc(NC(=O)c3ccncc3)ccc2O1 | -1.5 | 8.9[16.7 µM] | 2.0 | -1.9 | -6.9 | -13.3 | 5.2 | 8.5
O=C(Cc1ccccc1)N1CC(=O)N2[C@H](CO)[C@H](c3ccc(-c4cccc(F)c4)cc3)[C@@H]2C1 | nt | nt | nt | -0.7 | 3.2 | -17.4 | -1.7 | -1.3
COc1ccc(S(=O)(=O)CCC(=O)NCc2ccc(C)o2)cc1 | -1.2 | -4.2 | -3.9 | -3.4 | -1.3 | 2.0 | 17.6 | -2.7
O=C(NC1CCCC1)c1cc(-c2ccc(Cl)c(Cl)c2)on1 | -2.4 | -7.3 | 2.1 | -2.2 | -129.3 | -112.9 | -109.1 | -0.3
COc1cc(OC)cc(C(=O)NCCOC23CC4CC(CC(C4)C2)C3)c1 | 0.9 | 4.3 | 2.8 | nt | -3.8 | 11.9 | 4.3 | 5.2

Looked up above:
Under miR-122 sensor, Oc1ccccc1C1CC(c2cccs2)=NC(c2cccc(Br)c2)N1 (stereo unspecified) reads 8.9
Under Cneo AK release, C[C@H]1CN([C@@H](C)CO)C(=O)Cc2cc(NC(=O)Nc3ccccc3)ccc2O[C@@H]1CN(C)CC1CCCCC1 reads -0.3
Under EWS-Fli inh, CCN(CC)C(=O)[C@H]1CC(CC(=O)NCC23CC4CC(CC(C4)C2)C3)C(=O)N2CCc3c([nH]c4ccc(OC)cc34)[C@]12C (stereo partly specified) reads -4.6

Results in EWS-Fli inh and miR-122 sensor (3 entries from above):
| canonical_smiles | EWS-Fli inh | miR-122 sensor |
| --- | --- | --- |
| N#Cc1c(N)c(C(=O)c2ccccc2)n2c1CCC2 | nt | 4.2 |
| Cc1cc2c(cc1C)-n1nnnc1C(N1CCN(C(=O)OCc3ccccc3)CC1)C(=O)N2 (stereo unspecified) | 10.6 | nt |
| COc1ccc(-c2ccc3c(c2)O[C@H](CN(C)C(=O)Nc2ccccc2F)[C@@H](C)CN([C@H](C)CO)S3(=O)=O)cc1 | 20.9&23.5 | 39.3 |
